Source: PubChem BioAssay
M17LAP inhibition = P. falciparum M17LAP inhibitors, primary screen, biochemical, fluorogenic H-Leu-NHMec substrate, 1536-well (AID 1619); 0.38% of 220,000 active; inhibition, % at 30 µM, or IC50 in µM where a hit was titrated; recombinant M17LAP, H-Leu-NHMec fluorogenic kinetic assay; higher % means a stronger effect;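 active = compound inhibiting the enzyme by more than half at any dose during confirmatory dose-response retesting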;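 note: plate controls were full reaction with DMSO carrier for no effect and no enzyme background for full effect; strong numbers were not always called active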
Yfh1-depleted yeast = mitochondrial function rescue without frataxin homolog – Friedreich's ataxia, plus single-dose screen, dose response (AID 1465). S. cerevisiae Yfh1-off respiration, WST-1 reduction, 72 h; higher fold induction means a stronger effect. one-dose fold induction at 50 µM; EC50 in µM for titrated hits. 0.074% of 220,000 active;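 active = fold induction of absorbance versus untreated yeast above a set limit, then at least 30% activation at any dose in follow-up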;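 note: activators that raise dye reduction in frataxin-depleted yeast; strong numbers were not always called active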
Ins promoter up = MIN6 insulin promoter up-regulation | z-score at 5 µM | MIN6 insulin promoter-GFP reporter, high-content imaging; stronger effect = higher value | 0.3% of 190,000 active;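 active = z-score above 3 at 5 µM with at least 500 cells counted in the well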
MT stabilizer = microtubule stabilizers in HeLa cells | % tubulin-high responders, % at 10 µM | HeLa tubulin immunostaining HCS, 24 h; share of cells brighter than vehicle mean+2SD | 0.83% of 200,000 active | AID 2205;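 active = plate Z-score above 3 for both tubulin-high and condensed-nucleus cell shares, with cell loss under 80%, at 10 µM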;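 note: anti alpha tubulin signal scored within the nucleus-defined area of each cell; some results filed as inactive read as strong as hits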
Lipid droplet = hepatic lipid droplet formation modulation; AML12 mouse hepatocytes, oleate lipid droplets, BODIPY imaging; inhibition, % at 6.5 µM; 0.4% of 240,000 active;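 active = lipid droplet intensity inhibited by at least 50%, with more than 500 cells counted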
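Assay system: AML12 hepatocytes (mouse) / Also added: 100 µM oleic acid challenge / Times: overnight treatment with compound plus oleate / Detection: high-content imaging of BODIPY-stained droplets and DAPI nuclei / Evaluation: % inhibition of lipid droplet signal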
P. falciparum M1AAP = malaria alanyl aminopeptidase activity blockers – biochemical, fluorogenic H-Leu-NHMec substrate, 1536-well (AID 1445) | recombinant M1AAP, H-Leu-NHMec fluorogenic kinetic assay; higher % means a stronger effect | one-dose inhibition, % at 30 µM; IC50 in µM for titrated hits | 0.42% of 220,000 active;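 active = primary inhibition above the hit cutoff, then over 50% inhibition at one or more dose response concentrations, cut at about 23% in these data, passing the limit was not always enough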;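 note: plate controls were DMSO full reaction for no effect and no enzyme background for full effect; strong numbers were not always called active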
Dynein transport = dynein cargo transport inhibition; 3617.4 mouse cells, GR-EGFP nuclear translocation imaging; test concentration mostly 20 µM; stimulated with dexamethasone, 1 µM; stronger effect = lower value; AID 1381; z-score, hits read low; 0.47% of 220,000 active;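 active = plate z-score of nuclear minus cytoplasmic receptor signal below a set negative limit, without overly bright fluorescence or cell loss, cut at about -3.5 in these data, passing the limit was not always enough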;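 note: z-score of nuclear minus cytoplasmic ring GR-EGFP intensity difference per well; some compounds called inactive have numbers as strong as hits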
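Buffer or medium: Induction medium lacking tetracycline, stripped serum | Also added: Dexamethasone agonist, 1.0 µM final, for 30 min | Timing: 48 h induction, 1 h compound, 30 min dex at 37 °C | Detection: Formaldehyde fixation, Hoechst nuclear stain, 10x automated fluorescence imaging | Measure: Nuclear versus cytoplasmic GR-EGFP signal, averaged per well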
ER stress rescue = protection against thapsigargin-triggered cell killing – 384-well, CSM14.1, ATP luminescence, primary screen (AID 1222) | CSM14.1 thapsigargin-induced death rescue, ATP luminescence; higher % means a stronger effect | cellular ATP content (survival), % at 20 µM; hits with a dose series show EC50 in µM | 190,000 tested, under 10 active;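 active = EC50 below 50 µM in the dose-response confirmation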;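 note: death triggered by thapsigargin at about 15 µM added after 2 h compound pretreatment; cell ATP read after overnight thapsigargin exposure of roughly 18 to 22 hours; normalized against plate controls of thapsigargin alone and 5% DMSO vehicle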
Autophagy mod = autophagy modulation, high-content screen | 0.98% of 190,000 active | calls only at 10 µM (by protocol) | MEF GFP-LC3 puncta imaging; test concentration mostly 10 µM;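 active = percentage of spot-positive cells more than 3 SD above its plate mean, without a fluorescence outlier flag or 80% toxicity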;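 note: spot-positive cell cutoff set from DMSO-treated cells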
Dynein transport cytoplasmic EGFP = second read-out of Dynein transport, no call of its own (marks repeat the call); z-score; measured here: cytoplasmic GR-EGFP intensity; stronger effect = higher value
Dynein transport nuclear GR-EGFP = recorded beside Dynein transport, whose call it bears; z-score; measured here: nuclear GR-EGFP intensity;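 lower value marks the stronger effect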
Dynein transport cell count = further read-out of Dynein transport, marked with its call; z-score; measured here: cell count per field
Ins promoter up cell count = recorded beside Ins promoter up, whose call it bears; cell count; measured here: cytotoxicity, nuclei count;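 total cells summed across four imaged fields per well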
Lipid droplet cells 6.5 µM = further read-out of Lipid droplet, marked with its call; cell count; measured here: cell count, cytotoxicity flag;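 cells counted across two imaged fields per well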
MT stabilizer Hoechst-high % = also measured in MT stabilizer; calls as there; % Hoechst-high responders; measured here: nuclear condensation Hoechst responders;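 share of cells brighter than vehicle mean plus two SD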
MT stabilizer cytotoxicity % = recorded beside MT stabilizer, whose call it bears; toxicity, %; measured here: cytotoxicity by cell density;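 0% = mean cell density of plate MIN control wells and 100% = no cells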
Autophagy mod cell loss 18 h = recorded beside Autophagy mod, whose call it bears; toxicity, %; measured here: cell loss, nuclei count;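 cell loss after 18 h compound exposure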
The depositor's hits bear a star; i = inactive; . = no result given.

Second line of a record: Dynein transport cell count	Ins promoter up	MT stabilizer	P. falciparum M1AAP	M17LAP inhibition	Yfh1-depleted yeast	MT stabilizer Hoechst-high %	Dynein transport nuclear GR-EGFP	Autophagy mod	ER stress rescue	Ins promoter up cell count	Autophagy mod cell loss 18 h	Dynein transport cytoplasmic EGFP	Lipid droplet cells 6.5 µM	Dynein transport	Lipid droplet	MT stabilizer cytotoxicity %
1: O=C(NCc1ccncc1)Nc1ccccc1
  0.059	0.55	2.8	1%	3%	i	1.5	-0.017	i	-0.3%	804	3	-0.1	814	-0.54	16	6.9
2: CC(=O)Nc1ccc(OS(=O)(=O)c2ccccc2C)cc1
  1.5	-0.27	1.7	0%	1%	i	1.4	0.19	i	-3.1%	1410	4	-0.34	709	0.32	3	5.5
3: Cc1[nH]c2ccc(Br)cc2c(=O)c1CN1CCCCC1
  -3.1	-0.46	2.7	1%	-5%	i	3.0	2.2	i	0.5%	1419	17	0.38	.	2	.	16
4: CC1CCc2c(nc3ncnn3c2N2CCN(c3ccccc3)CC2)C1 (centres undefined)
  0.54	-1.3	1.4	5%	4%	.	1.4	0.041	.	-0.9%	1078	.	-0.22	.	-0.51	.	11
5: Clc1ccccc1CONc1ncnc2nonc12
  0.27	-0.09	3.3	2%	5%	i	2.2	-0.19	i	-1.1%	1049	-8	-0.27	804	0.35	1	6.0
6: N/C(Cc1ccccc1)=N\OC(=O)c1cccc2ccccc12
  -1.7	-1.5	3.8	-5%	3%	i	2.7	0.41	i	-0.9%	756	16	-0.052	.	0.93	.	2.9
7: CCn1c(SCC(=O)O)nnc1C1CCCCC1
  -1.6	0	5.7	2%	0%	i	1.8	1.6	i	2.9%	990	-1	-0.28	733	2.3	1	14
8: CCN(CC)C(=O)Cn1cc(SCC(=O)NCc2ccco2)c2ccccc21
  0.4	-0.16	2.0	11%	7%	i	2.0	-0.42	i	-1.2%	1323	-20	-0.19	716	-0.22	-13	3.0
9: COc1ccc(-c2nnc3ccc(SC(C(C)=O)C(C)=O)nn23)cc1OC
  0.023	0.82	2.7	7%	23%	i	1.7	0.44	i	-0.6%	1049	-4	-0.22	.	-0.18	.	26
10: CCCCc1cc(O)c(CCCC)c(O)c1
  -0.079*	-0.07	3.9	11%	14%	i	3.2	-1.7*	i	-0.9%	1122	11	1*	.	-3.9*	.	0.3
11: Cc1ccc(CS(=O)(=O)CCC(=O)O)cc1
  -0.89	-0.4	.	3%	-10%	i	.	1.1	i	-3.7%	1245	-10	-0.077	714	1.5	5	.
12: CC(C)C(NS(=O)(=O)c1cccs1)C(=O)NCCN1CCN(c2ccccc2)CC1 (centres undefined)
  0.24	0.34	1.6	-2%	2%	i	1.6	-0.058	i	-1.1%	1636	-7	-0.17	.	-0.18	.	7.2
13: CCc1nc2ccc(C)cc2c(C(=O)Oc2cccc3cccnc23)c1C
  1.2	-0.1	3.0	8%	-11%	i	2.0	0.63	i	-4.0%	1765	-26	-0.22	690	0.18	0	3.2
14: CCOC(=O)c1ccc(-n2c(CCC(=O)O)ccc2-c2cccs2)cc1
  -2	0.07	2.8	3%	4%	i	3.3	0.87	i	-0.4%	1215	-16	-0.25	743	0.93	3	11
15: Cc1ccc(CNC(=O)C(C)OC(=O)c2cccs2)cc1 (centres undefined)
  0.46	-0.57	2.3	10%	5%	i	1.9	-0.19	i	-0.9%	1429	10	-0.42	.	-0.84	.	6.9
16: CN=c1scc(C)n1/N=C/c1ccc2c(c1)OCO2
  0.44	.	2.8	16%	0%	i	1.8	0.16	i	-5.5%	.	1	-0.24	776	-0.14	2	7.6
17: COc1ccc(-c2csc(NC3OC(=O)c4c3ccc(OC)c4OC)n2)cc1OC (centres undefined)
  0.71	0.66	.	3%	2%	i	.	-0.48	.	.	1204	.	-0.044	702	-0.49	-14	.
18: O=C(NCCc1cn2ccccc2n1)c1ccc(Br)o1
  0.26	0.95	6.6	1%	0%	i	2.8	-0.38	i	-0.4%	1813	10	-0.25	417	-0.67	-34	5.2
19: CC(OC(=O)CCc1nc2ccccc2[nH]c1=O)C(=O)c1ccccc1 (centres undefined)
  0.51	-1.5	2.2	5%	8%	i	1.3	-0.038	i	-1.9%	1037	-10	-0.24	.	-0.44	.	6.9
20: Cc1ccc(OCc2ccc(C(=O)Nc3nccs3)o2)cc1
  -0.92	-0.58	2.3	1%	-2%	i	2.0	0.68	i	4.7%	1502	7	-0.16	.	1.2	.	0.8

Individual results from the results shown:
In Lipid droplet cells 6.5 µM, no. 14 reads 743
In MT stabilizer, no. 2 reads 1.7

Carrying on:
Second line of a record: Dynein transport cell count	Ins promoter up	MT stabilizer	P. falciparum M1AAP	M17LAP inhibition	Yfh1-depleted yeast	MT stabilizer Hoechst-high %	Dynein transport nuclear GR-EGFP	Autophagy mod	ER stress rescue	Ins promoter up cell count	Autophagy mod cell loss 18 h	Dynein transport cytoplasmic EGFP	Lipid droplet cells 6.5 µM	Dynein transport	Lipid droplet	MT stabilizer cytotoxicity %
21: CC(C)c1nnc(SCC(=O)N2CCOCC2)n1C
  0.045	.	3.0	3%	1%	i	1.7	-0.021	i	-3.8%	.	-7	-0.25	798	-0.064	1	3.8
22: O=C(NCC(=O)N(CC1CCCO1)C(C(=O)NC1CCCCC1)c1cccnc1)c1cccs1 (centres undefined)
  1.6	0.48	2.6	2%	1%	i	2.2	-0.64	i	-0.6%	1128	7	-0.27	700	-0.8	-16	3.3
23: COc1ccc(/C=C\C(=O)c2c(O)ccc3c(C)cc(=O)oc23)cc1
  0.87	-0.53	3.2	14%	-8%	i	1.8	-1.9	i	-1.8%	841	2	0.068	784	-3.1	-12	4.0
24: O=S(=O)(c1cnc(Cl)c(Br)c1)N1CCc2ccccc21
  1.6*	0.01	.	-1%	1%	i	.	-2.3*	.	.	1324	.	0.46*	635	-4.7*	-16	.
25: CSc1cccc(NC(=O)C2(S(=O)(=O)c3ccc(C)cc3)CC2)c1
  0.61	-0.51	1.8	4%	16%	i	2.7	-0.29	i	-0.1%	1158	-2	-0.002	660	-0.31	-12	4.5
26: CCN(CC)CCN(Cc1cc2cc3c(cc2[nH]c1=O)OCO3)C(=S)NCC1CCCO1 (centres undefined)
  -0.4	-0.05	.	10%	-13%	i	.	0.73	i	0.7%	1466	13	-0.29	695	0.81	-8	.
27: Cc1cc2ccccc2n1CCNC(=O)C(C)C
  0.59	0.69	2.3	7%	5%	i	2.6	0.4	i	-2.1%	1703	-8	-0.21	710	0.4	-2	5.7
28: O=C(CSc1nc(N2CCCCC2)nc(N2CCCCC2)n1)N1CCc2ccccc21
  0.76	-0.32	3.2	-7%	-18%	i	1.5	0.013	i	1.1%	1246	0	-0.0018	792	0.004	-3	4.3
29: COc1ccc(NC(=O)c2nnn(Cc3ccc(SC)cc3)c2N)c(OC)c1
  0.45	0.25	4.5	5%	3%	i	4.6	0.17	i	-0.9%	896	6	-0.25	.	-0.057	.	2.3
30: O=C(CSc1nc(Nc2ccccc2)nc(N2CCOCC2)n1)N1CCc2ccccc21
  0.69	0	0.8	3%	9%	i	1.9	-0.27	i	-1.7%	1250	-6	-0.17	618	-0.35	29	7.4
31: Cc1ccccc1N1CCN(C(=O)CN2C(=O)c3ccccc3C2=O)CC1
  1.4	0.85	5.1	4%	-10%	i	2.3	-0.43	i	6.6%	1100	-51	-0.22	787	-1.3	2	11
32: c1coc(CNC2CCCCCCC2)c1
  -0.11	.	1.6	0%	3%	i	1.6	0.08	i	-1.4%	.	9	-0.22	.	-0.12	.	13
33: CC1CCN(CC(=O)Nc2ccccc2-c2ccccc2)CC1
  0.22	-0.5	2.7	2%	-3%	i	1.3	-0.87	i	-1.5%	1009	-2	-0.041	743	-1.7	-3	5.4
34: Cc1ccccc1S(=O)(=O)Nc1ncc(C(F)(F)F)cc1Cl
  0.7	0.2	3.6	3%	7%	i	1.2	0.19	i	-1.3%	1218	18	-0.35	708	-0.52	3	8.6
35: O=C(/C=C\c1cn(-c2ccccc2)nc1-c1ccc2c(c1)OCCO2)N1CCOCC1
  0.079	-1.1	3.6	7%	-7%	i	2.8	0.4	i	-1.1%	1462	-10	-0.16	701	-0.32	9	2.6
36: O=C(COc1ccc(S(=O)(=O)NC2CCCCC2)cc1Cl)Nc1ccc2c(c1)OCO2
  -0.83	.	1.0	10%	7%	i	0.9	0.71	i	-0.6%	.	12	0.25	789	2.1	8	14
37: COc1ccc(N2CC(C(=O)Nc3ccc(S(=O)(=O)N4CCOCC4)cc3)CC2=O)cc1 (centres undefined)
  0.3	-0.1	1.9	5%	0%	i	1.5	-0.29	i	0.0%	1614	-5	-0.32	655	-0.4	2	5.1
38: CC(=O)NC(=S)Nc1ccc(NC(=S)NC(=O)c2ccc([N+](=O)[O-])cc2)cc1
  -0.71	.	.	5%	11%	i	.	0.49	.	.	.	.	-0.19	619	0.76	8	.
39: Brc1ccc(OCc2ccccc2)c(CNCC2CCCO2)c1 (centres undefined)
  -0.069	-0.91	4.7	12%	-2%	i	3.2	0.74	i	-1.6%	1529	17	-0.31	679	0.23	8	5.8
40: CCC(=O)Nc1ccccc1C(=O)N1CCOCC1
  -1.1	0.24	3.2	8%	8%	i	1.9	1.1	i	-0.3%	1270	12	-0.16	.	1.5	.	2.4
41: COc1ccc2nc(NC(=O)CSc3nnc(C)n3N)sc2c1
  -1.6	0.05	.	4%	-3%	i	.	0.41	.	.	1455	.	-0.039	712	0.67	0	.
42: CCC(=O)N/C(N)=N/c1nc(C)c2cc(C)c(C)cc2n1
  -0.32	-1.2	.	8%	0%	i	.	-0.41	.	.	1067	.	-0.19	578	-0.3	-5	.
